Bioassay records: PubChem BioAssay, Sanford-Burnham Center for Chemical Genomics
ER stress surv: ER stress cell death inhibition | relative survival (cellular ATP), % at 15 µg/mL (by protocol) | actives 0.33% (n = 48,000) | CSM14.1 thapsigargin ER stress survival, ATP luminescence;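 active = survival measured by cellular ATP above 50% at 15 µg/ml in the first screen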;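 note: cell death triggered by about 15 µM thapsigargin; ATP read 24 h after thapsigargin was added; plate controls were thapsigargin with DMSO for no effect and DMSO without thapsigargin for full effect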
* = called active by the depositor. This is a subset. The share of hits here may be higher or lower than overall.

item	Structure	ER stress surv
1	Cc1nnc(NC(=O)COC(=O)c2ccc([N+](=O)[O-])cc2)s1	-3
2	Cc1ccc(N(CC(=O)NCCOc2ccc(F)cc2)S(=O)(=O)c2ccccc2)cc1C	5
3	COc1ccc(-n2cnc(/N=C/N(C)C)c2C(=O)c2cccc([N+](=O)[O-])c2)cc1	-5
4	Cc1c(C(=O)OC(C)C)sc(NC(=O)/C=C/c2ccc3c(c2)OCO3)c1C(N)=O	13
5	Cc1ccc(S(=O)(=O)N/N=C/c2c(Cl)cccc2Cl)cc1[N+](=O)[O-]	5
6	O=C(CC1Nc2ccccc2NC1=O)Nc1ccc(F)cc1 (stereo unspecified)	-4
7	O=C(Nc1cc(C(F)(F)F)ccc1Cl)c1cccs1	9
8	COC(=O)COc1c(Cl)cc(/C=C(/C#N)C(=O)Nc2cccc(Br)c2)cc1Cl	0
9	c1ccc(OCCN2CCN(c3ncnc4c3cnn4-c3ccccc3)CC2)cc1	14
10	CN1C(=O)C(=Cc2c(Cl)cccc2Cl)C(=O)N(C)C1=O	1
11	CCOc1ccc(C2/C(=C(\O)c3ccc(F)cc3)C(=O)C(=O)N2CCCCCC(=O)O)cc1 (stereo unspecified)	6
12	COC(=O)C1=C(C)NC(=O)NC1c1sccc1C (stereo unspecified)	-2
13	NC(=O)c1ccccc1NC(=O)N1CCOCC1	1
14	O=C1c2ccccc2C(=O)N1CC(O)Cn1c2ccccc2c2ccccc21 (stereo unspecified)	3
15	Cc1ccc(N2C(=O)CSC2c2cccc([N+](=O)[O-])c2)cc1 (stereo unspecified)	1
16	CCOC(=O)C1=C(C)N(c2ccccc2)C(=O)C1CC(=O)Nc1ccc(C)cc1C (stereo unspecified)	-2
17	CCN(CC)c1ccc(C(=O)NCc2ccccn2)cc1	8
18	CCOC(=O)C1=C(C)N=c2s/c(=C\c3ccccn3)c(=O)n2C1c1ccc(OC)cc1 (stereo unspecified)	10
19	Cc1ccc(C(CC(=O)C(C)C)C2C(=O)c3ccccc3C2=O)cc1 (stereo unspecified)	3
20	O=C(Nc1ccc(Cl)c(Cl)c1)Nc1nnc(CSCc2ccccc2F)s1	23
21	NCCC(=O)N1c2ccccc2Sc2ccc(Cl)cc21	-6
22	Cn1/c(=N/N=C/c2ccc(O)cc2O)sc2ccccc21	-13
23	COC(=O)c1ccccc1NC(=S)NC(=O)/C=C/c1ccccc1	5
24	CC(=O)Nc1nc2c(s1)C(=O)NCC(C)(C)C2	-4
25	CN(C)c1ccc(C(=S)N2CCN(c3cccc(Cl)c3)CC2)cc1	4
26	Cc1ccc(C(=O)Nc2c(C(=O)N3CCC(Cc4ccccc4)CC3)cnn2-c2ccccc2)cc1	18
27	COc1ccc(/C=C(/NC(=O)c2cc(OC)c(OC)c(OC)c2)C(=O)NC(C(=O)O)C(C)C)c(OC)c1 (stereo unspecified)	9
28	CCOC(=O)C1=C(C)NC(=O)NC1c1ccc(F)c(F)c1 (stereo unspecified)	6
29	O=C(NC12CC3CC(CC(C3)C1)C2)c1ccc(Cl)c(Cl)c1	4
30	CCOC(=O)CSCCOc1ccc(C=O)cc1OC	11
31	CC(=O)c1ccc2c3c([nH]c2c1)CCCC3	8
32	O=C(CCNc1n[nH]c(=O)[nH]c1=O)N/N=C/CCc1ccccc1	0
33	COc1cc2ccccc2cc1C(=O)Nc1ccccc1C	-6
34	CCc1c(C)sc(NC(=O)c2ccccc2Cl)c1C(=O)OC(C)C	0
35	O=C(c1ccc(Cl)c(Cl)c1)N1CCN(c2ccc([N+](=O)[O-])c(N3CCOCC3)c2)CC1	1
36	NC1=NC2(CCCC2)N=C(Nc2ccc(Cl)cc2)N1	-3
37	CCOc1ccccc1NC(=O)C(=O)NCc1cccnc1	0
38	NC(=O)COc1ccc(/C=C2\C(=O)NC(=O)N(Cc3ccccc3)C2=O)cc1	-3
39	Cn1c2ccc(Cl)cc2c2cc(C(=O)C(F)(F)F)ccc21	6
40	COc1cc(C(=O)N/N=C(\C)c2ccc(NC(=O)c3cccs3)cc2)cc(OC)c1OC	0
41	Cc1ccc2nc(-c3ccc(NC(=O)COc4ccc([N+](=O)[O-])cc4)cc3)sc2c1	12
42	CS(=O)(=O)N(CC(=O)O)c1ccccc1	-2
43	COc1ccc([N+](=O)[O-])cc1CSc1nc2ccc(N3C(=O)c4ccccc4C3=O)cc2s1	9
44	O=C(/C=C/c1ccco1)Nc1ccccc1	-11
45	O=C1NC(=O)C2C1C1(c3ccccc3)C(=O)C2(c2ccccc2)C(c2ccccc2)=C1c1ccccc1 (stereo unspecified)	15
46	O=C(CCNc1cccc(Cl)c1)c1cccs1	5
47	Cc1ccc(-c2nc(N/N=C/c3cccc(F)c3)c3ccccc3n2)cc1	-6
48	COc1cccc(CN2CCN(Cc3cc(Br)ccc3O)CC2)c1OC	-1
49	CCOc1ccc(NC(=O)COc2ccccc2)cc1	-2
50	Cc1ccc(C(=O)Nc2nn[nH]n2)cc1	10

Following part:
item	Structure	ER stress surv
51	CN1C(=O)NC(=O)/C(=C/c2ccc(O)c([N+](=O)[O-])c2)C1=O	9
52	COc1ccccc1/C=C1\SC(N2CCOCC2)=NC1=O	-2
53	COC(=O)C1=NNC2(C)C(=O)N(c3ccccc3Cl)C(=O)C12 (stereo unspecified)	-3
54	CC1=NN(c2cccc(C(F)(F)F)c2)C(=O)/C1=C/c1ccc(N(C)C)cc1	1
55	O=C(N/N=C\c1ccc[nH]1)c1cccc2c3c([nH]c12)CCCC3	0
56	CCOC(=O)c1sc(NC(=O)COc2ccc(C)cc2Br)nc1C	1
57	O=C(NC(=C(Cl)Cl)S(=O)(=O)c1ccc(Cl)cc1)c1ccccc1	11
58	COc1cccc(OCCOc2ccc(/C=C3/SC(=S)N(c4ccccc4)C3=O)cc2)c1	10
59	Cc1c(C(=O)O/N=C(\N)Cc2cccc3ccccc23)cccc1[N+](=O)[O-]	4
60	O=C(O)CCCCCN1C(=O)C(=O)/C(=C(/O)c2ccccc2)C1c1cccc(F)c1 (stereo unspecified)	3
61	CCOC(=O)COc1ccc(/C=N/NC(=O)COc2ccc([N+](=O)[O-])cc2)c(OCC(=O)OCC)c1	6
62	Fc1cccc(Cl)c1/C=N/Nc1nc2ccccc2s1	5
63	Cc1ccc(C)c(-c2cc(C(=O)NN)c3ccccc3n2)c1	1
64	COc1ccc(NC(=O)COc2ccc3ccccc3c2)c(OC)c1	-3
65	O=C(O)c1ccc(OCc2ccoc2C(=O)O)cc1	0
66	CN=C(Nc1cccc(F)c1)SC1CC(=O)N(c2ccccc2F)C1=O (stereo unspecified)	6
67	CCCCOc1ccc(/C=N/NS(=O)(=O)c2ccc(OC)cc2)cc1OCC	2
68	N#Cc1c2n(c3c(-c4ccccc4)ncnc13)CCC2	5
69	CCC(C(=O)N1CCC(Cc2ccccc2)CC1)c1ccccc1 (stereo unspecified)	5
70	CN(C)CCCNC(=O)/C=C/c1ccc(Cl)cc1	-4
71	Cc1nc2c([nH]1)c(=O)oc1ccccc12	-2
72	Cc1no[n+]([O-])c1COc1ccccc1C=C1C(=O)NC(=S)NC1=O	-5
73	CC(C)C(=O)Nc1ccc(Br)cc1C(=O)O	1
74	C=CCN1C(=O)/C(=C\c2ccc(-c3ccc(C(=O)O)cc3)o2)C(=O)NC1=S	12
75	N/C(=N\OC(=O)c1ccccc1F)c1cccc([N+](=O)[O-])c1	-24
76	CCN(C(=S)NC(=O)c1cccnc1)c1ccccc1	6
77	COc1cc(/C=N\NC(=O)CNc2ccc(C)cc2)ccc1OC(=O)c1cccs1	6
78	O=C1C(=O)N(Cc2ccccc2)C(c2cccc([N+](=O)[O-])c2)/C1=C(/O)c1ccccc1 (stereo unspecified)	-7
79	CCOc1ccccc1NC(=O)c1c(NC(=O)c2ccccc2)sc2c1CCC(C)C2 (stereo unspecified)	-2
80	O=C(Nc1cc(Oc2cccnc2)cc([N+](=O)[O-])c1)c1cc2nc(-c3ccco3)cc(C(F)(F)F)n2n1	-7
81	O=C1c2ccccc2C(=O)N1CC1=NCCc2ccccc21	8
82	CCOc1ccccc1/C=N/NC(=O)Cc1nnc(N)s1	14
83	CCOC(=O)c1ccccc1NC(=O)c1ccc(Cl)cc1	8
84	COc1ccc(C(=O)N2CCN(S(=O)(=O)c3ccc(Cl)cc3)CC2)cc1OC	9
85	O=C(O)CCCCCN1C(=O)C(=O)/C(=C(/O)c2ccc(Cl)cc2)C1c1cccc(F)c1 (stereo unspecified)	4
86	O=C(c1ccc(Cl)cc1)N1CCN(c2c(Cl)cccc2[N+](=O)[O-])CC1	5
87	O=C1CSC(=Nc2ccc(O)cc2)N1	0
88	Cc1ccccc1C(=O)NNC(=O)C(C)C	29
89	CC1c2ccccc2C2(CCCC2)CN1C(=O)Cc1ccccc1 (stereo unspecified)	4
90	Cn1c(CNC2CCCCC2)nc2ccccc21	-1

Sorted by SMILES length (rising): part of the list above
item	Structure	ER stress surv
87	O=C1CSC(=Nc2ccc(O)cc2)N1	0
88	Cc1ccccc1C(=O)NNC(=O)C(C)C	29
73	CC(C)C(=O)Nc1ccc(Br)cc1C(=O)O	1
76	CCN(C(=S)NC(=O)c1cccnc1)c1ccccc1	6
82	CCOc1ccccc1/C=N/NC(=O)Cc1nnc(N)s1	14
83	CCOC(=O)c1ccccc1NC(=O)c1ccc(Cl)cc1	8
81	O=C1c2ccccc2C(=O)N1CC1=NCCc2ccccc21	8
75	N/C(=N\OC(=O)c1ccccc1F)c1cccc([N+](=O)[O-])c1	-24
79	CCOc1ccccc1NC(=O)c1c(NC(=O)c2ccccc2)sc2c1CCC(C)C2 (stereo unspecified)	-2
84	COc1ccc(C(=O)N2CCN(S(=O)(=O)c3ccc(Cl)cc3)CC2)cc1OC	9
86	O=C(c1ccc(Cl)cc1)N1CCN(c2c(Cl)cccc2[N+](=O)[O-])CC1	5
74	C=CCN1C(=O)/C(=C\c2ccc(-c3ccc(C(=O)O)cc3)o2)C(=O)NC1=S	12
85	O=C(O)CCCCCN1C(=O)C(=O)/C(=C(/O)c2ccc(Cl)cc2)C1c1cccc(F)c1 (stereo unspecified)	4
78	O=C1C(=O)N(Cc2ccccc2)C(c2cccc([N+](=O)[O-])c2)/C1=C(/O)c1ccccc1 (stereo unspecified)	-7
80	O=C(Nc1cc(Oc2cccnc2)cc([N+](=O)[O-])c1)c1cc2nc(-c3ccco3)cc(C(F)(F)F)n2n1	-7

Following part:
item	Structure	ER stress surv
91	O=C(Nc1ccc(Cl)cc1)Oc1ccccc1[N+](=O)[O-]	8
92	O=C(NC(=S)Nc1ccc(N2CCOCC2)c(Cl)c1)c1ccc(Cl)cc1	-1
93	CC(C)(C)c1ccc(-c2nnc(N)s2)cc1	-5
94	CCCC(=O)C1C(=O)CC(C)(C)C1C(=O)OC (stereo unspecified)	0
95	C=C(C)C(C)(C#CCN1CCCCC1)OCCC#N (stereo unspecified)	1
96	O=C(O)Cc1ccc(NC(=O)C2CCCCC2C(=O)O)cc1 (stereo unspecified)	7
97	Cc1cc(C)c(N2C(=O)c3ccc(C(=O)Nc4ccccc4C(=O)O)cc3C2=O)c(C)c1	11
98	CCOc1ccc(NC(=S)NC(NC(=O)Cc2cccc3ccccc23)C(Cl)(Cl)Cl)cc1 (stereo unspecified)	1
99	O=C(Nc1ccc2oc(-c3cccnc3)nc2c1)c1sc2ccccc2c1Cl	3
100	CC(C)OC(=O)c1c(-c2ccc(Br)cc2)csc1NC(=O)/C=C/C(=O)O	-2
101	CC1=N/C(=C\c2ccc(OC(F)F)cc2)C(=O)O1	6
102	COC(=O)c1cc(C(=O)Nc2cc(C(F)(F)F)ccc2Cl)cc([N+](=O)[O-])c1	14
103	O=C(CN(c1cccc(Br)c1)S(=O)(=O)c1ccccc1)Nc1ccc(Cl)cc1	11
104	COc1ccc(OCCNc2cc(N3CCOCC3)ccc2[N+](=O)[O-])cc1	1
105	Cc1cc(C)nc(NS(=O)(=O)c2ccc(N/C=C/C(=O)c3ccc(Br)cc3)cc2)n1	3
106	CC(C)c1ccc(-c2cc(C(=O)NCCN3CCOCC3)c3ccccc3n2)cc1	-4
107	O=C(Nc1ccc(N2CCOCC2)cc1)c1ccc(Cl)cc1	5
108	Cc1ccc(N2C(=O)NC(=O)/C(=C\c3ccc(-c4cccc([N+](=O)[O-])c4)o3)C2=O)cc1	7
109	COC(=O)c1ccc(NC(NC(=O)c2ccc(OC)c(OC)c2)C(Cl)(Cl)Cl)cc1 (stereo unspecified)	14
110	CC(=O)c1c(C)nc(-c2ccc([N+](=O)[O-])cc2)nc1N	11
111	COc1ccc(CCN2C(=O)CC(Cc3ccc(Cl)cc3)C2=O)cc1OC (stereo unspecified)	11
112	O=[N+]([O-])c1ccc2nc3c([nH]c4ccccc43)c(N3CCOCC3)c2c1	-3
113	COC(=O)COc1ccc(/C=C2\C(=O)NC(=S)N(c3ccc(Br)cc3)C2=O)cc1OC	5
114	CCSc1nnc(NC(=O)C2C3CCC(C3)C2C(=O)O)s1 (stereo unspecified)	5
115	CCCc1ccc(-c2nc(-c3cc(OC)c(OC)c(OC)c3)no2)cc1	3
116	CCN(CC)CCN1C(=O)C(O)=C(C(=O)/C=C/c2ccccc2)C1c1ccc([N+](=O)[O-])cc1 (stereo unspecified)	10
117	Cc1cccc(-n2c(C)cc(C=C(C#N)C#N)c2C)c1	-2
118	COc1cc(C(=O)N/N=C(\C)c2ccc(Cl)s2)ccc1O	15
119	COc1ccc(COC(=O)C2=C(C)NC3=C(C(=O)CC(C)(C)C3)C2c2ccsc2)cc1 (stereo unspecified)	9
120	COC(=O)c1c(C)oc2ccc(OCc3ccccc3Cl)cc12	0
121	Cc1cc(/C=N/NC(=O)Cn2c3ccccc3c(=O)c3ccccc32)c(C)n1-c1ccccc1	7
122	Cc1cc(S(N)(=O)=O)ccc1NC(=O)c1sc2ccccc2c1Cl	0
123	O=C(NCCN1CCN(C(=O)c2ccc(Br)cc2)CC1)C(=O)Nc1ccccc1	2
124	Clc1ccc(C=NN2CCN(Cc3ccccc3)CC2)cc1Cl	12
125	COc1ccccc1C(=O)Oc1ccc(C)c(C)c1	3
